Screens (PubChem BioAssay)
NR2E3 ag-1: activates human photoreceptor nuclear receptor NR2E3; GST-NR2E3/biotin-RetCOR TR-FRET, 1536-well; inhibition of corepressor binding, % at 4.78 µM; actives 0.12% (n = 320,000); AID 2300;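 active means percent inhibition above the cutoff of mean plus 3 SD of all tested compounds, set per screening campaign, cut at about 20% in these data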;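 further: 0% = DMSO wells and 100% = biotin wells as full block of FRET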
Target sequence (Q9Y5X4 whole entry, looked up): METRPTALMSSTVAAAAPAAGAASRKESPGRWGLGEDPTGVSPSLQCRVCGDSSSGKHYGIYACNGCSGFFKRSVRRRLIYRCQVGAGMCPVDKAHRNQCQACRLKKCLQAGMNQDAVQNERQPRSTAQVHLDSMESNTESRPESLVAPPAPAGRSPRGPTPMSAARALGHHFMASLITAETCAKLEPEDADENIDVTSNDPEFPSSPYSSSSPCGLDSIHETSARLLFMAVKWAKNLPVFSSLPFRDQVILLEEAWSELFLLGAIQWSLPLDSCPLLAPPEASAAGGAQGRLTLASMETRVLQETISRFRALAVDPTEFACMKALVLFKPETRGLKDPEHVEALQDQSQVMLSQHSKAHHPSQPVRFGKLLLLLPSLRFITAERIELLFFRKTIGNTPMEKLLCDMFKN
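System: GST-tagged NR2E3 plus biotinylated RetCOR corepressor; Amount: 1.35 nM GST-tagged NR2E3 final; Dosing: single nominal compound dose of 4.8 µM; Schedule: 5 h incubation at 4 °C; Technique: TR-FRET with europium anti-GST and streptavidin-D2, 340 nm excitation; Controls: biotin wells as high control, 0.6% DMSO wells as low control.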
HIF-2a inh: blocks HIF-2a reporter activity | 786-0 RCC cells HIF-2a reporter, luciferase luminescence, overnight | inhibition, % at 18.8 µM | actives 0.72% (n = 360,000) | AID 624352;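 active means inhibition of the luminescence signal of 40% or more relative to plate controls, in a single-dose primary screen at 18.75 µM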
Peg3 prom inh: reduces Peg3 promoter-driven luciferase expression in HeLa; HeLa PEG-Prom luciferase reporter, luminescence, overnight; inhibition, % at 20 µM; actives 1.7% (n = 360,000);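 active means inhibition of at least 50% at 20 µM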
CaV13 ICDI inh: Disruptors of the CACNA1D IQ motif to Ca2+-dependent inactivation inhibitor domain association, primary screening, Förster resonance energy transfer in intact living …; actives 0.098% (n = 340,000); AID 743397; HEK cells, CFP/YFP FRET ICDI-IQ, plate reader, 10 min; percent FRET-ratio fall versus neutral wells; inhibition, % at 12.3 µM;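 active means mean replicate inhibition of at least 30% and at least 1% of replicates passing that level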;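 further: 0% = median of the neutral control wells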
iPSC survival up: hiPSC single-cell survival enhancement; actives 0.044% (n = 360,000); AID 602274; survival enhancement, % at 20 µM; ATPlite luminescence; 100% = ROCK inhibitor wells, 0% = DMSO; in the data active means survival enhancement above about 18%;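 further: cells exposed to compounds for 16 hours before the ATP read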
MITF TRPM1 inh: reduces MITF-dependent TRPM1 promoter luciferase signal; SK-MEL-5 TRPM1 promoter luciferase, 24 h; inhibition, % at 12.5 µM; actives 0.83% (n = 330,000);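 active means mean inhibition across replicates of 60% or more, whatever share of single replicates reaches that level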; further: values of inactives mirror those of a sister screen read the other way
Shn3 3UTR inh: inhibitors of Schnurri-3 3'UTR reporter in osteoblasts; inhibition, % at 12.5 µM; AID 588674; Clone20 osteoblast Shn3 3'UTR firefly luciferase, 24 h; actives 0.52% (n = 360,000);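 active means mean inhibition of at least 75% with every replicate also reaching 75%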;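 further: 0% = median of neutral control wells and 100% = pilot-screen positive control compound; some compounds past the cut are filed as inactive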
H9c2 protect: protects H9c2 cardiomyocytes from peroxide injury; H2O2 injury protection, ATPLite, 2 h; AID 588492; actives 0.63% (n = 360,000); protection from H2O2 cell death, % at 20 µM;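 active means compounds giving at least 50% protection of heart cells from peroxide-induced death in the single-dose screen, raw or plate-pattern-corrected value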;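 further: 0% = DMSO wells with peroxide and 100% = DMSO wells without peroxide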
PDI inh: blocks human protein disulfide isomerase activity. PDI insulin aggregation turbidity, A650, 90 min. inhibition, % at 10 µM. actives 0.052% (n = 350,000);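 active means mean inhibition across replicates of 30% or more, whatever share of single replicates reach that level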;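 further: absorbance from insulin aggregation driven by PDI reduction with DTT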
m5-HT2A agonist: agonists of mouse serotonin 5-HT2A receptor (HTR2A); CHO-K1 mHTR2A beta-arrestin complementation, luminescence; percent of 30 µM serotonin response; P35363; actives 0.66% (n = 360,000); activation, % at 7.6 µM;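 active means activation above a run cutoff, the mean activation of all tested compounds plus 3 SD, cut at about 14% in these data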;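 further: 0% = plate median of compound wells and 100% = 30 µM serotonin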
NR2E3 ag-2: activates human NR2E3 receptor; CHO-S Gal4-NCOR/VP16-NR2E3 two-hybrid, luciferase; inhibition of corepressor binding, % at 3.98 µM; actives 0.35% (n = 360,000); AID 602229;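 active means inhibition above the mean of all tested compounds plus 3 SD, cut at about 70% in these data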;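 further: 0% = DMSO with NR2E3 transfected cells and 100% = cells lacking NR2E3 construct; higher means lower luciferase signal from less NR2E3 corepressor binding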
* hit, by the source's call; / = no result given. The list is partial (hit frequency here may not be typical).

SMILES	NR2E3 ag-1	HIF-2a inh	Peg3 prom inh	CaV13 ICDI inh	iPSC survival up	MITF TRPM1 inh	Shn3 3UTR inh	H9c2 protect	PDI inh	m5-HT2A agonist	NR2E3 ag-2
CCOC(=O)N(C)c1ccc(C(O)(C(=O)OCC)C(F)(F)F)cc1 (stereo not drawn)	-2	7	7	-6	-0.9	-5	6	-6	-9	-2	-8
CC1CN=C(Nc2ccc(F)c(Cl)c2)S1 (stereo not drawn)	-3	-23	-29	6	-0.1	-13	12	-5	-5	0	-21
CC(=O)N1CCC2(CC1)CC(=O)c1cc(OCC(=O)N3CCC4(CC3)OCCO4)ccc1O2	1	-8	-9	-3	-0.2	14	-32	0	13	-4	-29
Cc1cc(N)n(C2CCN(C)CC2)n1	-5	12	8	-4	0.1	-6	7	2	-5	4	2
C[N+](C)(C)CC(=O)O	0	-7	10	-5	1.2	-2	10	7	-2	0	-13
CN1CCC(O)(c2ccc(Cl)cc2)C(C(=O)c2ccc(Cl)cc2)C1 (stereo not drawn)	2	6	-20	-5	-2.6	13	6	-8	26	-2	-14
COCCNCCOc1ccc(C(C)(C)c2ccccc2)cc1	2	19	-2	-5	-0.4	-6	2	-2	-10	-6	19
CC(=O)Nc1nnc(CCN(CCc2nnc(NC(C)=O)s2)[N+](=O)[O-])s1	4	5	9	-3	-0.4	-9	-9	0	-9	-2	-12
COc1cccc(C(c2nnnn2C2CCCCC2)N2CCC3(CC2)C(=O)NCN3c2ccccc2)c1OC (stereo not drawn)	/	-5	31	-6	2.2	/	18	15	/	-4	-26
O=c1[nH]c2ccccc2n1CCCN1CCC(n2c(=O)[nH]c3cc(Cl)ccc32)CC1	-25	11	6	-5	-1.4	-12	-12	63*	1	-6	-30
COC(=O)C1=C(c2cccc(C#N)c2)C[C@@H]2CC[C@H]1N2C(=O)NCCCOC(C)C	5	5	1	-6	-1.3	-2	-4	-8	17	1	-12
C=Cn1ccnc1P(=S)(c1ccn(C)c1)c1nccn1C=C	5	-6	0	-8	0.4	6	-17	0	-3	-1	10
COCCOC(=O)C1=C(N)Oc2c(c(=O)oc3ccccc23)[C@@]12C(=O)Nc1ccccc12	-1	14	21	/	1.2	2	8	6	1	-1	-20
CC1CC(C)OP(=O)(OCCC#N)O1 (stereo not drawn)	/	0	12	-6	0.9	-5	-29	-1	0	-1	10
CC1CCCCN1Cc1ccc(Cl)nc1 (stereo not drawn)	4	4	12	-5	-0.2	-7	-2	6	1	0	-4
CN1C(=O)C(=Cc2sc(=O)n(-c3ccccc3)c2N2CCCCC2)C(=O)N(C)C1=O	/	9	17	-5	-0.7	3	17	7	25	-3	-6
CC(C)NC(=O)c1ccc(N2CC3CC(C2)c2cccc(=O)n2C3)c([N+](=O)[O-])c1 (stereo not drawn)	-1	10	13	-2	-0.5	-13	-14	0	3	1	-6
CCn1c(C(=O)N2CCC(C(=O)N3CCC4(CC3)OCCO4)CC2)cc2sccc21	1	18	12	-10	-0.1	8	18	4	0	-1	-12
CCCn1c(C(=O)c2ccc(OC)cc2)nc2ccccc21	-2	-80	-15	-2	-0.5	-8	22	-7	-1	-3	17
CCOc1c(P(=S)(N(C)C)N(C)C)c(C)nn1-c1ccccc1	7	19	15	/	2.0	-5	14	13	3	-3	5

Compounds listed so far that contain sulfur:
SMILES	NR2E3 ag-1	HIF-2a inh	Peg3 prom inh	CaV13 ICDI inh	iPSC survival up	MITF TRPM1 inh	Shn3 3UTR inh	H9c2 protect	PDI inh	m5-HT2A agonist	NR2E3 ag-2
CC1CN=C(Nc2ccc(F)c(Cl)c2)S1 (stereo not drawn)	-3	-23	-29	6	-0.1	-13	12	-5	-5	0	-21
CC(=O)Nc1nnc(CCN(CCc2nnc(NC(C)=O)s2)[N+](=O)[O-])s1	4	5	9	-3	-0.4	-9	-9	0	-9	-2	-12
C=Cn1ccnc1P(=S)(c1ccn(C)c1)c1nccn1C=C	5	-6	0	-8	0.4	6	-17	0	-3	-1	10
CN1C(=O)C(=Cc2sc(=O)n(-c3ccccc3)c2N2CCCCC2)C(=O)N(C)C1=O	/	9	17	-5	-0.7	3	17	7	25	-3	-6
CCn1c(C(=O)N2CCC(C(=O)N3CCC4(CC3)OCCO4)CC2)cc2sccc21	1	18	12	-10	-0.1	8	18	4	0	-1	-12
CCOc1c(P(=S)(N(C)C)N(C)C)c(C)nn1-c1ccccc1	7	19	15	/	2.0	-5	14	13	3	-3	5
